# Screening results (PubChem)
# HepG2 viability – kills HepG2 cells in TGF-b inhibitor counter-screen; hit rate 0.76% among 410,000; Potency, µM (doses to about 46.1 µM), for the others: at the top dose activity change, negative = cytotoxicity, hits mostly cytotoxic; AID 588856; HepG2 CAGA-GFP viability, ATP luminescence, 18 h; also: potency is read from the fitted curve at half-maximal effect; some results filed as inactive show a strong effect at the top dose
#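 CellTiter-Glo luminescence gave cytotoxicity after 18 hours at 37 degrees C. The cells were HepG2 CAGA-GFP in 1% FBS DMEM, stimulated with 500 pg/mL TGF-beta after compound addition. %Activity was normalised to no-cell wells (complete cell-killing) and DMSO (no toxicity), and curves were fitted and classified.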
# Nrf2 activator – Nrf2 pathway activation; AREc32 ARE-luciferase reporter (MCF7-derived line), luminescence, 24 h; Potency, µM (highest dose often 46.1 µM), for the others: top-dose activation, usual class: activators; hit rate 0.31% among 410,000; AID 624171; also: potency is read from the fitted curve at half-maximal effect; % of control where 0% means no effect; nearly all actives have a fitted effect of over 65% in size
#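 Each well held 1000 AREc32 cells, which were incubated with compound for 24 hr at 37 deg C after overnight attachment, and ARE reporter activity was quantified by firefly luciferase luminescence.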
# ATXN2 expr inh – inhibitors of ATXN2 expression; HEK-293 ATXN2-luciferase reporter, luminescence, 24 h; Potency, µM (titrated, usually from 57 µM), inactives show top-dose activity change, negative = inhibition, hits mostly inhibitors; hit rate 0.72% among 360,000; also: potency is read from the fitted curve at half-maximal effect; % is scaled to controls: 0 for no effect and ±100 for the full control effect; nearly all actives have a fitted effect of over 55% in size
#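 qHTS (up to 57 uM final) was run with 24 h compound exposure of reporter cells at 37 °C. Each well was multiplexed: SteadyGlo luminescence measured ATXN2-luciferase expression after a fluorogenic Gly-Phe-AFC viability readout (25 uM final).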
# A549 viability – kills or reduces viability of A549 cells in Nrf2 counter-screen; A549 ARE-Fluc cells, CellTiter-Fluor viability, 18-24 h; Potency, µM (series often up to 46 µM), for inactives: at the top dose activity change, negative = cytotoxicity, hits mostly inhibitors; hit rate 0.16% among 390,000; also: potency is read from the fitted curve at half-maximal effect; % is scaled to controls: 0 for no effect and ±100 for the full control effect
#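 Cytotoxicity counterscreen: CellTiter-Fluor fluorescence was measured in A549 ARE_Fluc cells after 18-24 h of compound exposure in a concentration series. The subsequent BugLite luminescent read reports ARE-luciferase activity.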
# MCF10A rerep – inducers of DNA re-replication in MCF 10A breast cells | MCF 10A DNA re-replication, Hoechst nuclear intensity, 48 h | Potency, µM (doses to about 46.1 µM), without a hit: at the top dose activity, positive = re-replication, actives largely listed as activators | hit rate 2.9% among 350,000; also: potency is read from the fitted curve at half-maximal effect; % of control where 0% means no effect; nearly all actives have a fitted effect of over 50% in size
# S2 tox – viability counter-screen for ATXN expression inhibitors; S2 cells (HEK-293 line with an ATXN2-luciferase reporter) viability, CellTiter-Fluor protease fluorescence, 24 h; Potency, µM (doses to about 56.7 µM), usual class: cytotoxic; hit rate 0.49% among 400,000; AID 651635; also: potency is read from the fitted curve at half-maximal effect; nearly all actives have a fitted effect of over 40% in size
# TGFb SMAD3 inh – blocks TGF-b signaling; HepG2 CAGA-GFP TGF-b/SMAD3 reporter, GFP fluorescence, 18 h; TGF-beta stimulated, 500 pg/mL final; Potency, µM (highest dose often 46.1 µM), for the others: top-dose activity, negative = inhibition, most hits filed as inhibitors; hit rate 1.2% among 410,000; also: potency is read from the fitted curve at half-maximal effect; % is scaled to controls: 0 for no effect and ±100 for the full control effect; nearly all actives have a fitted effect of over 65% in size
#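 HEPG2 CAGA-GFP, 1000 cells/well; 2 h settle, 37 C; cpd via pin tool; TGF-b 500 pg/mL final; 18 h, 37 C; GFP imaging ex488/em500-530; %Activity normalised to -TGF-b and +DMSO controls; CRC fit, curve class.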
# IL1B secr inh – blocks inflammasome-driven IL-1 beta release | THP-1 LPS/ATP IL-1B secretion, AlphaLISA, 16 h; stronger effect = lower value | activity change, % at 57.5 µM | hit rate 4.7% among 360,000 | AID 743279; in the data active = activity change below about -50%; inconclusive = mostly about -30% to -49%; also: % is scaled to controls: 0 for no effect and ±100 for the full control effect
#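 Secreted IL-1B measured by AlphaLISA bead assay after 16 h compound exposure of THP-1 cells; compounds (final up to 57.5 uM) added 1 h before LPS (250 ng/mL) and ATP (1.25 mM) stimulation; lower signal means less secretion.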
# Nrf2 block – blocks Nrf2 signaling; Potency, µM (titrated, usually from 46 µM), for inactives: at the top dose activity change, negative = inhibition, most hits filed as inhibitors; A549 ARE-Fluc reporter, luciferase luminescence, 18-24 h; hit rate 2.1% among 360,000; also: potency is read from the fitted curve at half-maximal effect; % is scaled to controls: 0 for no effect and ±100 for the full control effect; nearly all actives have a fitted effect of over 60% in size
#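 Quantitative HTS in A549 cells stably bearing an antioxidant response element-firefly luciferase construct. Inhibition of Nrf2-driven transcription was scored by luminescence after 18-24 h of compound exposure at 37 °C.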
# * marks the source's active call; other numbers are inactive results; i = inactive; u = inconclusive; x = not tested or not shown; [ ] = another dose, or the depositor's remark. Unless noted, calls follow the shape of the dose curve; as a rule, active = well fitted curve in the direction sought with a large enough effect; inconclusive = small, poorly fitted or top-dose-only effect, or another doubt; inactive = no such curve, though single readings can be large; an effect the other way counts as inactive or inconclusive. Rows were taken by chance; any-hit rate near 8.8%.
compound	HepG2 viability	Nrf2 activator	ATXN2 expr inh	A549 viability	MCF10A rerep	S2 tox	TGFb SMAD3 inh	IL1B secr inh	Nrf2 block
Cc1[nH]nc(N=CC2=C(O)CC(c3ccco3)CC2=O)c1-c1ccc(Cl)cc1 (stereo not given)	4%	u	-18%	-24%	18%	i	-4%	u	u
Cc1noc(NS(=O)(=O)c2ccc(NC(=O)C(F)(F)F)cc2)c1C	-1%	0.4%	-16%	-8%	5%	i	-17%	11	-5%
CC(=O)C1=C(O)C(=O)N(CCCn2ccnc2)C1c1ccc(Cl)cc1 (stereo not given)	-13%	-0.3%	x	-4%	2%	i	-4%	2	0%
CCC(=O)N1CCc2cc(Br)cc(S(=O)(=O)CCC(=O)NCC3CCCO3)c21 (stereo not given)	0%	-0.5%	-2%	6%	3%	i	-1%	16	3%
Cc1ccc(NC(=O)COc2cccc(-n3cnnn3)c2)cc1S(=O)(=O)N1CCOCC1	2%	0.6%	x	0%	10%	i	-8%	18	23µM*
Cc1ccc(C(=O)NCCNS(=O)(=O)c2ccccc2)cn1	3%	0.0%	-2%	2%	2%	i	27%	-1	-8%
CC(C)c1ccc(N(CC(=O)NC2CCCCC2)C(=O)CNC(=O)c2ccco2)cc1	11%	-0.6%	11%	4%	1%	i	8%	-12	-10%
CN(C(=O)CSc1ccccc1C(=O)O)C1CCCCC1	-72%	-0.1%	7%	10%	u	i	3%	2	22%
CCCn1c(CN2CCN(C(=O)OCC)CC2)nc2cc(NC(C)=O)ccc21	1%	-0.4%	x	-9%	u	i	-16%	-3	-9%
CCCCN(Cc1ccc(C(=O)N[C@H](C(=O)O)C(C)C)cc1)C(=O)C(c1ccccc1)c1ccccc1	-11%	0.0%	-6%	0%	-4%	i	2%	10	0%
Cc1ccc(NS(=O)(=O)N2CCOCC2)cc1	5%	0.3%	-4%	2%	2%	i	-7%	-4	2%
O=C(Nc1nnc(-c2cccs2)o1)c1cc(-c2ccccc2)nc2ccccc12	-11%	-0.9%	u	-25%	u	u	11µM*	82	u
COCCCNC(=O)CCc1nc2cccnc2n1Cc1ccc(OC)cc1	-8%	-0.7%	4%	4%	1%	i	u	-4	-15%
CC1CC(N(C(=O)c2ccco2)c2ccccc2)c2ccccc2N1C(=O)c1ccco1 (stereo not given)	15%	-0.1%	-22%	2%	30%	i	4%	-8	u
CCCCCCCC(=O)NC1=NC(=O)C(C)(C)S1	-1%	-0.1%	x	1%	8%	i	8%	-1	7%
O=C(Nc1ccc2c(c1)CCO2)Nc1nnc([C@H]2C[C@H](O)[C@@H](CO)O2)s1	-2%	-0.8%	0%	x	x	i	-19%	25	x
CCOC(=O)C1(Cc2ccccc2)CCCCCC1=O (stereo not given)	-11%	0.7%	0%	0%	-4%	i	0%	-4	-2%
COc1ccc(-n2nc(C(=O)NCC(=O)Nc3cccc(Cl)c3)c3ccccc3c2=O)cc1	0%	0.6%	-14%	3%	-6%	i	8%	-3	15%
O=S(=O)(c1cccc(Cl)c1)N1CCSc2ccccc21	-29%	-1.3%	-19%	11%	45%	i	-28%	18	10%
CC(=O)N1CCCC1c1nc2ccccc2n1Cc1cccc(C)c1 (stereo not given)	0%	0.0%	-8%	2%	x	i	-11%	x	17%
Clc1cccc(Cc2c(-c3cccc(Cl)c3)nc3ccc(Br)cn23)c1	-29%	18%	5%	x	x	u	14µM*	6	x
CC(C)c1ccc(C(=O)NCCCN2CCOCC2)cc1	-9%	0.3%	23%	-1%	7%	i	-14%	15	24%
COc1ccc(CNC(=O)CCNS(=O)(=O)c2ccc(C)cc2)cc1	-30%	-0.5%	-3%	-7%	-2%	i	-8%	12	u
O=C(NCCc1ccc(F)cc1)NC12CC3CC(CC(C3)C1)C2	-18%	-0.7%	87%[activator]	3%	-21%	i	-4%	u	u
O=C(COC(=O)CNC(=O)c1ccc(Br)cc1)NCCC1=CCCCC1	1%	-1.2%	3%	-1%	-1%	i	-1%	-5	6%
CS(=O)(=O)N1CCCCC1CCN1CCCCC1 (stereo not given)	-3%	-0.9%	-18%	-2%	1%	i	-4%	-11	-4%
CCOc1ccccc1OCCCC(=O)N(CC)CC(=O)Nc1c(F)cccc1F	-1%	-0.1%	0%	-1%	5%	i	u	-2	13%
CC(=O)C(Cc1ccccc1)NC(=O)CN(C)Cc1ccccc1Cl (stereo not given)	-15%	1.0%	4%	-4%	1%	i	-2%	-28	0%
Cc1cccc(NC(=S)N/N=C/c2c[nH]c3ccccc23)c1	-33%	11%	40%[activator]	u	1.8µM*	i	u	-23	u
O=C(OCC(=O)N1CCCC1)c1ccccc1OCc1ccccc1	-2%	0.9%	21%	1%	8%	i	u	-1	27%

# Next compounds follow:
compound	HepG2 viability	Nrf2 activator	ATXN2 expr inh	A549 viability	MCF10A rerep	S2 tox	TGFb SMAD3 inh	IL1B secr inh	Nrf2 block
CCCCc1nnc(SCc2cc(=O)c3cc(F)ccc3[nH]2)n1C	0%	0.9%	-1%	2%	x	u	-1%	x	x
Cc1cccc(N2CC(C(=O)Nc3nc4ccc(S(C)(=O)=O)cc4s3)CC2=O)c1C (stereo not given)	-20%	2.0%	u	0%	-4%	i	-25%	17	11%
CC(OC(=O)Cc1cccc(C(F)(F)F)c1)C(=O)Nc1ccc(Cl)cn1 (stereo not given)	-25%	1.9%	0%	12%	0%	i	1%	i	1%
COc1ccc(C(=O)COC(=O)CNC(=O)C2CCCCC2)c(OC)c1	9%	0.2%	2%	-4%	-1%	i	6%	6	19%
COc1ccc(C(C)=O)cc1CSc1nnc(Nc2ccc(C)cc2)s1	-1%	3.6%	-12%	-8%	6%	i	u	-66*	u
COc1ccc(S(=O)(=O)N(CC(C)C)CC(C)C)c2cccnc12	-26%	3.1%	u	2%	1%	i	-15%	-9	-10%
Cc1cccc(N2C(=O)C(Cl)=C(Nc3c(C)n(C)n(-c4ccccc4)c3=O)C2=O)c1C	-8%	0.1%	2%	2%	u	i	-17%	0	2%
NC(Cc1ccc(Cl)cc1)c1csc(Nc2cc(Oc3ccccc3)ncn2)n1 (stereo not given)	-114%	-2.8%	-21%	x	x	x	u	-69*	x
C(=N\Nc1nnnn1-c1ccccc1)/c1ccncc1	-2%	11%	1%	-3%	8%	i	1%	20	8%
CCOc1ccc(C2=CS/C(=C(\C#N)c3nnc4n3CCCCC4)N2CC)cc1	-35%	0.7%	u	4%	1%	u	6%	-4	u
CC1(C)CC(=O)C2=C(C1)NC(SCC(=O)Nc1ccccc1)=C(C#N)C2c1ccco1 (stereo not given)	-29%	4.9%	1%	-23%	16µM*	i	-8%	u	u
CCN(CC)S(=O)(=O)c1cccc(C(=O)NC2=NCCS2)c1	7%	-0.2%	-9%	1%	0%	i	3%	-3	-2%
N#C/C(=C\C1CC=CCC1)c1nc2ccccc2[nH]1 (stereo not given)	-25%	23%	-3%	u	u	i	6%	-52*	u
CCC(=O)n1nc(-c2cccnc2)nc1NCc1cccs1	20%	0.0%	-4%	-8%	5%	i	-1%	-7	1%
CCC(CO)Oc1cc(NC(=O)c2ccccc2Cl)c2ncn(C(C)C)c2c1 (stereo not given)	-18%	4.0%	4%	-11%	3%	i	4%	-16	-1%
Cc1ccc(CN(C(=O)c2sc3ccccc3c2Cl)C2CCS(=O)(=O)C2)cc1 (stereo not given)	-18%	-0.5%	-5%	u	3%	i	-12%	-3	-3%
O=C(CSc1nccc(=O)[nH]1)Nc1cc(C(F)(F)F)ccc1N1CCOCC1	-1%	-0.1%	7%	0%	-2%	i	-14%	20	-1%
Cn1c(=O)n(C)c2cc(N3CCOCC3)c(NS(=O)(=O)c3ccc(F)cc3)cc21	3%	7.9%	4%	1%	x	i	15%	x	1%
Cc1cc(C(=O)N2CCCC(Nc3ccc(F)cc3)C2)c(C)o1 (stereo not given)	-8%	-0.3%	-6%	2%	-24%	i	0%	6	-5%
COc1ccc(N2CCN(C(=O)CCN3C(=S)NC(C)(C)CC3C)CC2)cc1 (stereo not given)	-4%	1.0%	-11%	1%	1%	i	-6%	11	4%
Cc1ccc(C)c(S(=O)(=O)N2CCN(C(=O)c3cccn3C)CC2)c1	1%	-0.2%	-3%	4%	-1%	i	-2%	-8	-12%
COc1cc(OC)cc(-c2c(-c3cccs3)c3cc(-c4ccc(OC)c(F)c4)ccc3n2C)c1	-7%	-0.3%	2%	10%	6%	i	11%	-3	-8%
CC(C)(C)OC(=O)NCCCC[C@@H](C(=O)N1CCN(C(=O)OC(C)(C)C)CC1)n1cc(C(CO)NC(=O)OC(C)(C)C)nn1 (stereo not given in full)	-2%	-1.2%	1%	-1%	-8%	i	14%	7	4%
O=C1NCCN(Cc2ccc(F)cc2)C1=O	3%	0.7%	9%	0%	x	i	-4%	x	x
Cc1cc(=O)c2ccc(C(F)(F)F)cc2[nH]1	-69%	0.3%	21%	-8%	u	i	-17%	10	-14%
COc1cc(C(=O)OCc2cc(=O)n3nc(C(C)C)sc3n2)cc(OC)c1OC	-5%	4.6%	-4%	-4%	x	i	u	x	u
COC(=O)C1CCN(S(=O)(=O)c2cc3c4c(c2)C(C)C(=O)N4CCC3)CC1 (stereo not given)	3%	-0.6%	7%	9%	x	i	8%	x	x
CCOc1cc(CNn2cn[nH]c2=S)cc(Cl)c1OCc1ccccc1F	-50%	0.1%	-13%	u	27%	i	u	0	u
